# Assay outcomes: PubChem, Broad Institute
# Tcruzi prolif: blocks T. cruzi growth in NIH3T3 culture; inhibition, % at 8.34 µM; T. cruzi beta-gal in NIH3T3, GalScreen luminescence, 90 h; 77,000 compounds, 5.9% hits;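 active = mean inhibition above about 93%, with at least 55% of replicates each passing it, limit read from the data, passing the limit was not always enough; inconclusive = only one of those two conditions holds; inactive = neither condition holds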
# Pf Dd2 growth: P. falciparum Dd2 growth inhibition. SYBR Green, 72 h; stronger effect = lower value. activity change, % at 10 µM. 94,000 compounds, 2.3% hits. AID 1159554; in the data active = activity change below about -80%; inconclusive = no clear call, values can overlap the other calls
# C diff growth: inhibitors of Clostridium difficile growth; growth activity, negative = inhibition, % at 16 µg/mL (by protocol); AID 1259249; Clostridium difficile clinical isolate growth, OD600, 24 h; stronger effect = lower value; 86,000 compounds, 0.25% hits;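 active = mean growth activity at or below -80% and every replicate also at or below -80%; inconclusive = mean at or below -80% but some replicate above -80%; inactive = mean growth activity above -80%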;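 also: 0% = DMSO wells and -100% = levofloxacin 16 µg/mL wells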
# GASC1 inh: blocks human GASC-1 (KDM4C) demethylase activity | GST-KDM4C 2-372, H3K9me3 peptide, LANCE TR-FRET | inhibition, % at 12.5 µM | 96,000 compounds, 0.15% hits | AID 720574;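 active = mean replicate inhibition above about 25%, with at least 55% of replicates also reaching it, limit read from the data, passing the limit was not always enough; inconclusive = only one of those two conditions met; inactive = neither condition met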
# Target sequence (Q9H3R0 2-372 limits assumed): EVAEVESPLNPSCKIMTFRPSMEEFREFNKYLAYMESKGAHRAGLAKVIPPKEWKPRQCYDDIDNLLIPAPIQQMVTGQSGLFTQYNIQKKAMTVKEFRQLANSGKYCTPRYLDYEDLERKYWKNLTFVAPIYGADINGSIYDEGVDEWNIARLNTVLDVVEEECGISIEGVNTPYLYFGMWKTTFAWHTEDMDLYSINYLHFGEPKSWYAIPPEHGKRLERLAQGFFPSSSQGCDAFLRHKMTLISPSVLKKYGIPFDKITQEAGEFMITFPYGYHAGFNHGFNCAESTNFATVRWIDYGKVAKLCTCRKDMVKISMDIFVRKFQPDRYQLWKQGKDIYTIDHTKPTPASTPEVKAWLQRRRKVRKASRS
#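 Material: GST-tagged GASC-1 (JMJD2C) catalytic fragment, aa 2-372 / Quantity: enzyme final amount 10 nM / Medium: HEPES buffer, pH 7.5, plus ascorbate / Doses: one test concentration per compound / Incubation: 30 min reaction, 60 min detection, RT / Measured by: LANCE TR-FRET / Read-out: inhibition from TR-FRET ratio decrease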
# * marks the source's active call; other numbers are inactive results; ? = inconclusive; · = not tested or not shown.
1. C[C@@H]1CN([C@@H](C)CO)C(=O)c2cc(NS(C)(=O)=O)ccc2O[C@H]1CN(C)CC1CCCCC1
2. C[C@@H]1CN([C@H](C)CO)C(=O)Cc2cc(NC(=O)c3ccncc3)ccc2O[C@@H]1CN(C)Cc1ccc(C(F)(F)F)cc1
3. CNC[C@H]1OCCCC[C@@H](C)Oc2ccc(NS(=O)(=O)c3ccccc3)cc2C(=O)N([C@@H](C)CO)C[C@@H]1C
4. COc1ccc(-c2ccc([C@@H]3[C@H](C#N)N(C(=O)C4CCCC4)[C@H]3CO)cc2)cc1
5. O=C(C[C@@H]1C=C[C@@H](NC(=O)C2CC2)[C@H](CO)O1)Nc1nccs1
6. CO[C@@H]1CN(C)C(=O)c2ccc(NC(=O)c3cc(C)on3)cc2OC[C@@H](C)N(C)C[C@@H]1C
7. COc1ccc(S(=O)(=O)N(C)C[C@@H]2Oc3ccc(NS(=O)(=O)c4cn(C)cn4)cc3CC(=O)N([C@H](C)CO)C[C@H]2C)cc1
8. CO[C@H]1CN(C)C(=O)c2ccc(NC(C)=O)cc2OC[C@@H](C)N(C(=O)Cc2cccnc2)C[C@@H]1C
screen / no.	1	2	3	4	5	6	7	8
Tcruzi prolif	64	40	48	70	88	-24	-37	-29
Pf Dd2 growth	7	-15	29	-9	0	32	-5	17
C diff growth	8	1	-3	2	·	2	-1	2
GASC1 inh	0.1	-0.4	0.3	-2.3	0.7	1.0	-0.6	0.2

9. C[C@H](CO)N1C[C@H](C)[C@H](CN(C)C(=O)c2ccc(F)cc2)Oc2ncc(-c3ccncc3)cc2C1=O
10. C[C@@H]1CN([C@H](C)CO)C(=O)c2cccc(NS(=O)(=O)c3cccs3)c2O[C@@H]1CN(C)C(=O)Nc1ccc(C(F)(F)F)cc1
11. Cc1cc(C(=O)Nc2cccc3c2O[C@@H](CN(C)C(=O)Nc2ccc(F)cc2)[C@H](C)CN([C@@H](C)CO)C3=O)n(C)n1
12. CC(C)NC(=O)N(C)C[C@H]1Oc2ncc(C3=CCCCC3)cc2C(=O)N([C@H](C)CO)C[C@@H]1C
13. O=C(C[C@@H]1CC[C@@H](NC(=O)Cc2ccccn2)[C@H](CO)O1)NCCCN1CCOCC1
14. C[C@@H]1CCCCO[C@@H](CN(C)C(=O)Cc2ccccc2)[C@H](C)CN([C@@H](C)CO)C(=O)c2cc(NC(=O)NC3CCCCC3)ccc2O1
15. C[C@@H]1CN([C@H](C)CO)S(=O)(=O)c2ccc(C#Cc3cccc(F)c3)cc2O[C@@H]1CN(C)C
16. COc1ccc(NC(=O)NC[C@H]2CC[C@H]3[C@H](CN3Cc3ccccc3C(=O)O)O2)cc1
screen / no.	9	10	11	12	13	14	15	16
Tcruzi prolif	85	50	42	-28	·	6	-81	·
Pf Dd2 growth	28	-7	11	2	2	16	-62	-63
C diff growth	1	·	-2	1	-3	-5	5	1
GASC1 inh	-1.0	1.6	0.2	-0.1	0.5	0.1	-0.7	·

17. CCCC(=O)Nc1ccc2c(c1)OC[C@@H](C)N(Cc1ccccn1)C[C@@H](C)[C@@H](OC)CN(C)C2=O
18. CO[C@H]1CN(C)C(=O)c2cc(NC(=O)C3CCOCC3)ccc2OC[C@H](C)N(C)C[C@H]1C
19. CCC(=O)N1CCC2(CC1)CN(C(=O)CN1CCOCC1)[C@H](CO)c1c2c2ccc(OC)cc2n1C
20. CS(=O)(=O)N1CC(=O)N2[C@H](C1)[C@H](c1ccc(C#CCC3CCCC3)cc1)[C@@H]2CO
21. CC(C)NC(=O)N(C)C[C@@H]1OCCCC[C@H](C)Oc2ccc(NC(=O)c3ccccc3)cc2C(=O)N([C@H](C)CO)C[C@@H]1C
22. C[C@@H]1CN([C@@H](C)CO)C(=O)c2cc(C#Cc3ccccc3)cnc2O[C@H]1CN(C)C(=O)C1CC1
23. CN(C)CC(=O)N[C@H]1CC[C@H](CCn2cc(C3CCCCC3)nn2)O[C@H]1CO
24. O=C(C[C@@H]1C=C[C@H](NC(=O)CC2CC2)[C@@H](CO)O1)NCc1ccc(-c2ccccc2)cc1
screen / no.	17	18	19	20	21	22	23	24
Tcruzi prolif	-27	-29	·	·	36	57	·	17
Pf Dd2 growth	-5	·	15	-48	-52	-40	1	12
C diff growth	0	0	-1	-14	4	-3	3	·
GASC1 inh	0.4	0.8	-0.6	0.6	-0.2	0.0	0.3	-0.7

25. N#C[C@H]1[C@@H](c2ccccc2-c2ccccc2F)[C@H](CO)N1C(=O)C1CCOCC1
26. C[C@H]1CN([C@@H](C)CO)C(=O)c2cccc(NC(=O)c3nc4ccccc4s3)c2O[C@H]1CN(C)Cc1ccc(C(=O)Nc2ccccc2N)cc1
27. O=C(C[C@H]1C[C@H]2c3cc(NC(=O)C4CCOCC4)ccc3O[C@H]2[C@H](CO)O1)NCc1ccccn1
28. COc1ccccc1NC(=O)N[C@H]1CC[C@@H](CC(=O)N2CCC(Cc3ccccc3)CC2)O[C@@H]1CO
29. C[C@H](CO)N1C[C@H](C)[C@H](CN(C)Cc2ccncc2)Oc2ccc(NC(=O)CCN3CCOCC3)cc2C1=O
30. COC(=O)C[C@@H]1CC[C@H]2[C@H](COc3ccc(NS(=O)(=O)c4ccccc4F)cc3C(=O)N2C)O1
31. O=C(C1CCOCC1)N1CC(=O)N2[C@H](C1)[C@@H](c1ccc(-c3cccnc3)cc1)[C@@H]2CO
32. C[C@@H]1CN([C@@H](C)CO)C(=O)Cc2cc(N(C)C)ccc2O[C@H]1CN(C)Cc1ccc(C(F)(F)F)cc1
screen / no.	25	26	27	28	29	30	31	32
Tcruzi prolif	·	97*	69	·	31	24	·	18
Pf Dd2 growth	-63	-91*	3	4	2	5	-46	-3
C diff growth	-12	·	-2	-1	-4	2	-4	9
GASC1 inh	-2.1	-1.2	0.5	-0.6	0.6	-0.8	0.1	2.6

33. C[C@@H]1CCCCO[C@H](CN(C)Cc2ccc3c(c2)OCO3)[C@@H](C)CN([C@H](C)CO)C(=O)c2cc(NS(=O)(=O)c3ccccc3)ccc2O1
34. C[C@H](O)C#Cc1ccc([C@H]2[C@@H](CO)N3CCCCN(S(=O)(=O)Cc4ccccc4)C[C@@H]23)cc1
35. CS(=O)(=O)N1CCCCN2[C@H](C1)[C@H](c1ccc(C3=CCCC3)cc1)[C@@H]2CO
36. C[C@H]1CN([C@@H](C)CO)S(=O)(=O)c2ccc(-c3ccc(F)cc3)cc2O[C@H]1CN(C)C(=O)c1ccccc1F
37. CO[C@H]1CN(C)C(=O)c2cc(NC(=O)NC(C)C)ccc2OC[C@H](C)N(S(C)(=O)=O)C[C@H]1C
38. O=C(C[C@@H]1C=C[C@H](NC(=O)c2ccccn2)[C@H](CO)O1)NCc1cccc(F)c1
39. O=C(CCN1CCCCC1)NCC[C@@H]1CC[C@@H](NS(=O)(=O)c2cccc(F)c2)[C@@H](CO)O1
40. CS(=O)(=O)N1CC(=O)N2[C@H](CO)[C@@H](c3ccc(C#CC4CCCC4)cc3)[C@@H]2C1
screen / no.	33	34	35	36	37	38	39	40
Tcruzi prolif	·	89	?	87	·	-23	2	·
Pf Dd2 growth	-22	6	24	-38	25	19	4	16
C diff growth	·	-5	1	-3	5	2	0	-6
GASC1 inh	0.5	-0.2	1.2	-0.4	0.7	-1.5	-2.6	-1.0

41. C[C@H](NC(=O)C[C@H]1C[C@H]2c3cc(NC(=O)CN(C)C)ccc3O[C@H]2[C@H](CO)O1)c1ccccc1
42. Cc1nn(C)cc1NC(=O)C[C@@H]1CC[C@@H]2[C@H](COc3ccc(NC(=O)c4cccc(F)c4)cc3C(=O)N2C)O1
43. CCCN(C)C[C@@H]1Oc2cc(C#Cc3cccnc3)ccc2S(=O)(=O)N([C@H](C)CO)C[C@@H]1C
44. CCC(=O)N1C[C@@H](C)[C@H](OC)CN(C)C(=O)c2cc(NC(=O)c3ccno3)ccc2OC[C@@H]1C
45. C[C@@H]1CN([C@@H](C)CO)C(=O)c2cc(NC(=O)Nc3ccc(F)cc3)ccc2O[C@@H]1CN(C)Cc1ccc2c(c1)OCO2
46. Cc1cccc(-c2ccc([C@H]3[C@@H](CO)N4CCCCN(S(=O)(=O)c5cccs5)C[C@H]34)cc2)c1
47. CC(C)CC#Cc1ccc([C@H]2[C@H]3CN(C(=O)CN4CCOCC4)CC(=O)N3[C@H]2CO)cc1
48. CCCNC(=O)Nc1ccc2c(c1)C(=O)N(C)[C@H]1CC[C@@H](CC(=O)NCc3ccccc3)O[C@H]1CO2
screen / no.	41	42	43	44	45	46	47	48
Tcruzi prolif	4	-18	51	51	·	71	·	-17
Pf Dd2 growth	-7	4	-88*	35	13	-75	4	-17
C diff growth	0	-9	-3	0	3	-1	-5	-5
GASC1 inh	-2.0	4.2	5.8	3.6	0.3	-1.0	0.8	0.9

# Another view of part of the listing above:
No. | structure | Tcruzi prolif | Pf Dd2 growth | C diff growth | GASC1 inh
46 | Cc1cccc(-c2ccc([C@H]3[C@@H](CO)N4CCCCN(S(=O)(=O)c5cccs5)C[C@H]34)cc2)c1 | 71 | -75 | -1 | -1.0
48 | CCCNC(=O)Nc1ccc2c(c1)C(=O)N(C)[C@H]1CC[C@@H](CC(=O)NCc3ccccc3)O[C@H]1CO2 | -17 | -17 | -5 | 0.9
42 | Cc1nn(C)cc1NC(=O)C[C@@H]1CC[C@@H]2[C@H](COc3ccc(NC(=O)c4cccc(F)c4)cc3C(=O)N2C)O1 | -18 | 4 | -9 | 4.2
41 | C[C@H](NC(=O)C[C@H]1C[C@H]2c3cc(NC(=O)CN(C)C)ccc3O[C@H]2[C@H](CO)O1)c1ccccc1 | 4 | -7 | 0 | -2.0

# Carrying on.
49. C[C@@H]1CN([C@H](C)CO)C(=O)c2cc(-c3ccc(F)cc3)cnc2O[C@@H]1CN(C)C(=O)c1ccccn1
50. O=C(Nc1ccccc1F)N[C@H]1CC[C@H](CCNC(=O)C2CCOCC2)O[C@@H]1CO
51. O=C(C[C@H]1C[C@H]2c3cc(NC(=O)Nc4ccccc4F)ccc3O[C@H]2[C@@H](CO)O1)NCc1cc(F)ccc1F
52. COc1ccc(NC(=O)Nc2ccc3c(c2)C(=O)N([C@H](C)CO)C[C@H](C)[C@@H](CN(C)Cc2ccc4c(c2)OCO4)O3)cc1
53. CN1CCN(C(=O)C[C@@H]2C[C@@H]3c4cc(NS(=O)(=O)c5ccc(F)cc5)ccc4O[C@@H]3[C@@H](CO)O2)CC1
54. C[C@H]1CN([C@@H](C)CO)C(=O)c2cc(NS(=O)(=O)c3ccccc3)ccc2O[C@H]1CN(C)C(=O)Nc1ccc(C(F)(F)F)cc1
55. CCC(=O)N1C[C@H]2[C@@H](c3ccccc31)[C@@H](CO)N2Cc1ccccc1F
56. O=C(CN1CCOCC1)N[C@@H]1CC[C@H](CCNS(=O)(=O)c2ccccc2F)O[C@@H]1CO
screen / no.	49	50	51	52	53	54	55	56
Tcruzi prolif	12	-6	·	10	-58	0	29	5
Pf Dd2 growth	19	8	-33	-21	-2	19	-14	12
C diff growth	-1	-1	2	-5	-1	·	-2	·
GASC1 inh	-0.7	3.4	0.5	-0.4	1.6	1.4	-0.5	-0.1

57. COc1cccc(C#Cc2cnc3c(c2)C(=O)N([C@H](C)CO)C[C@H](C)[C@H](CN(C)C(=O)C2CC2)O3)c1
58. O=C(NC[C@@H]1[C@H](c2ccccc2)[C@H](CO)N1CC1CCCC1)C1CC1
59. COc1ccc2c3c(n(C)c2c1)[C@@H](CO)N(Cc1ccc2c(c1)OCO2)CC31CCN(C(C)=O)CC1
60. O=C(NC1CCCCC1)N[C@@H]1CC[C@@H](CCNS(=O)(=O)c2ccc(Cl)cc2)O[C@@H]1CO
61. COc1ccccc1NC(=O)N(C)C[C@H]1OCc2cn(nn2)CCCC(=O)N([C@@H](C)CO)C[C@H]1C
62. C[C@H]1CN([C@@H](C)CO)C(=O)Cc2cc(NC(=O)Cn3cnnn3)ccc2O[C@H]1CN(C)C(=O)Nc1ccc2c(c1)OCO2
63. C[C@@H]1CN([C@H](C)CO)C(=O)Cc2cc(NC(=O)NC3CCCCC3)ccc2O[C@H]1CN(C)Cc1ccc(Cl)c(Cl)c1
64. CN1C(=O)c2cc(NC(=O)NC3CCCC3)ccc2OC[C@@H]2O[C@@H](CC(=O)O)CC[C@H]21
65. COc1cccc(S(=O)(=O)N2CC[C@@H]3[C@H](CO)Nc4ccc(C5=CCCCC5)cc4[C@@H]32)c1
screen / no.	57	58	59	60	61	62	63	64	65
Tcruzi prolif	14	·	·	-17	-43	-5	55	-32	-17
Pf Dd2 growth	-2	-27	-14	-24	4	19	2	6	-21
C diff growth	·	26	-1	3	0	-8	-1	-4	-10
GASC1 inh	1.6	-3.1	-0.3	-0.5	1.3	0.1	-0.5	6.5	-0.3
